ALDH1A1 inh – ALDH1A1 (human) enzyme inhibition | P00352 | Purified ALDH1A1, NADH fluorescence, propionaldehyde substrate | Potency, µM (highest dose often 75.3 µM), inactives show at the top dose activity, negative = inhibition, hits mostly inhibitors | hit rate 7.3% among 220,000; active means well fitted inhibition curve with a large enough effect, not every such curve was filed as active; inconclusive means small, poorly fitted or top-dose-only effect, or another doubt; inactive means no such curve, though single readings can be large or run the other way;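 further: plate controls were no enzyme wells and a reference inhibitor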
Target sequence (P00352 whole entry, looked up): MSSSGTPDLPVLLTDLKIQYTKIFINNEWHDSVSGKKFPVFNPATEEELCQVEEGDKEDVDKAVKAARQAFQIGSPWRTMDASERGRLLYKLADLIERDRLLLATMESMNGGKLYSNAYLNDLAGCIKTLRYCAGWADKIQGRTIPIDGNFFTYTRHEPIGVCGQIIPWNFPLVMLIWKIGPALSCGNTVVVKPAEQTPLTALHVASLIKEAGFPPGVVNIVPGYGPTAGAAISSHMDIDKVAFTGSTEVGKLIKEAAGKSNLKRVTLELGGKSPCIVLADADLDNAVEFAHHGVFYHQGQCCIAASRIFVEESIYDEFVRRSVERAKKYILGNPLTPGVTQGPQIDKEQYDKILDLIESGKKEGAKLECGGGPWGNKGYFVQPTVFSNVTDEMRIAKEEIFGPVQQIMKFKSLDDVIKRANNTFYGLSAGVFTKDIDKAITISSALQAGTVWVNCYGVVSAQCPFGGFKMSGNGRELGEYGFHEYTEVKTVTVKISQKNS
RECQ1 helicase – blocks DNA unwinding by human RECQ1. P46063. RECQ1 DNA unwinding, red fluorescence kinetic read. Potency, µM (titrated, usually from 57.3 µM), for inactives: at the top dose activity, negative = inhibition, most hits filed as inhibitors. hit rate 0.54% among 240,000;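 further: plate controls were vehicle for no effect and no enzyme for full effect; nearly all actives have a fitted effect of over 30% in size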
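50 nM RECQ1T1 preincubated 15 min with compound in Tris pH 8.0 buffer with MgCl2, DTT, Tween-20 and 2.5 ug/ml poly(dI-dC); started with 200 nM TAMRA/BHQ-2 forked duplex and 2 mM ATP. Unwinding read as fluorescence (525/598 nm), two reads 2 h apart.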
KDM4E inh – blocks human JMJD2E demethylase activity; hit rate 1.6% among 230,000; JMJD2E catalytic domain, FDH-coupled NADH fluorescence (FDH is formaldehyde dehydrogenase); AID 2147; Potency, µM (highest dose often 57.1 µM), for the others: top-dose activity change, negative = inhibition, most hits filed as inhibitors; active means well fitted inhibition curve with a large enough effect, not every such curve was filed as active; inconclusive means small, poorly fitted or top-dose-only effect, or another doubt; inactive means no such curve, though single readings can be large or run the other way;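 further: 0% = wells with enzyme and -100% = buffer wells without enzyme; nearly all actives have a fitted effect of over 50% in size; many of its hits are not listed in these tables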
Target sequence (B2RXH2 1-337 limits assumed): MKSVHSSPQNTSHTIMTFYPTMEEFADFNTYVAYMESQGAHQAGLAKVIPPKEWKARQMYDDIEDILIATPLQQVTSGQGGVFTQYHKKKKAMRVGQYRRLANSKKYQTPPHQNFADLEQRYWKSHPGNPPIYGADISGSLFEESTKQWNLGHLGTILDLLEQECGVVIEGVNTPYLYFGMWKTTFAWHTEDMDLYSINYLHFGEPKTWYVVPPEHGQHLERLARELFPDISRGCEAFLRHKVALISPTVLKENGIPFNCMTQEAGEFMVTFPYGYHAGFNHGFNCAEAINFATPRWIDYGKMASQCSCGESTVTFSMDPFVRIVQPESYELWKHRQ
KinaseGlo FLuc – Kinase-Glo luciferase inhibition (counter-screen); hit rate 0.28% among 200,000; Q27757; Potency, µM (highest dose often 38.3 µM), without a hit: at the highest dose activity change, negative = inhibition, actives largely listed as inhibitors; AID 1379; Kinase-Glo luciferase, ATP luminescence, 8 min; further: on the % scale 0 is the no-effect control and ±100 the full control effect; nearly all actives have a fitted effect of over 60% in size
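Kinase-Glo luciferase light output from ATP and luciferin was measured with 10 uM ATP, within the enzyme's linear range. Buffer: 50 mM imidazole pH 7.2, 50 mM KCl, 7 mM MgCl2, 0.01% Tween 20, 0.05% BSA; luminescence read after 8 min at ambient temperature.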
SMN2 splice up – SMN2 splice variant enhancement; HEK293 SMN2-luciferase splicing reporter, luminescence, 30-36 h; Potency, µM (top dose mostly 46.1 µM), inactives show top-dose activity change, positive = activation, actives largely listed as activators; hit rate 2.8% among 210,000; further: % of control where 0% means no effect; nearly all actives have a fitted effect of over 55% in size
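HEK293 cells carry an SMN2 minigene-luciferase reporter in which exon 7 inclusion puts luciferase in frame. Cells were seeded at 2000 cells/well, attached for 10-12 hours, then exposed to compounds for 30-36 hours at 37C before ONE-Glo luminescence.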
Lamin A splicing – modulators of lamin A splicing; AID 1487; hit rate 0.01% among 200,000; HeLa LMNA splicing GFP/RFP minigene ratio, 48 h; Potency, µM (titrated, usually from 46.1 µM), for inactives: top-dose ratio change, negative = inhibition, actives largely listed as inhibitors; active means well fitted inhibition curve with a large enough effect in the signal ratio, with a control signal flat, not every such curve was filed as active; inconclusive means small, poorly fitted or top-dose-only effect, or effect the other way, or a change in a side signal; the % refers to the signal ratio; further: on the % scale 0 is the no-effect control and ±100 the full control effect
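S3 HeLa cells stably expressing lamin A-EGFP splicing minigene plus DsRed2, 600 cells/well, 48 h compound exposure at 37C. Laser-scanning cytometry; analysed as GFP (500-530 nm)/RFP (575-640 nm) total intensity ratio; 0.5% DMSO vehicle.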
Tau ThT inhib – inhibitors of human tau fibril formation, thioflavin T binding | hit rate 2.1% among 270,000 | Potency, µM (highest dose often 57.4 µM), inactives show top-dose activity, negative = inhibition, hits mostly inhibitors | recombinant tau K18 P301L (four-repeat tau fragment), heparin-induced fibrillization, ThT fluorescence; further: on the % scale 0 is the no-effect control and ±100 the full control effect; nearly all actives have a fitted effect of over 55% in size
Target sequence (P10636 561-689 P618L limits assumed): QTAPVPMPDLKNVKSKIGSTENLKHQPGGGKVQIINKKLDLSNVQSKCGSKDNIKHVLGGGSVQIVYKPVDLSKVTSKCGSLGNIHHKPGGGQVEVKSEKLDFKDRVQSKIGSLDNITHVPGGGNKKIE
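Heparin-induced (20 uM) aggregation of recombinant human K18 P301L tau, 15 uM unlabeled with 0.24 uM labeled, pH 7 acetate buffer, 6 hr at 37 C with compound. Fibrils quantified by 30 uM ThT fluorescence after 1 hr ambient incubation.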
L3MBTL1 inh – blocks human L3MBTL1 | Q9Y468 | AlphaScreen L3MBTL1–H3K9me1 peptide binding | Potency, µM (doses to about 57.1 µM), for the others: at the top dose activity, negative = inhibition, usual class: inhibitors | hit rate 0.66% among 230,000 | AID 485360; further: on the % scale 0 is the no-effect control and ±100 the full control effect; nearly all actives have a fitted effect of over 60% in size
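L3MBTL1 (50 nM) pre-complexed 30 min with biotinylated H3(1-15)K9me1 peptide (75 nM), then compounds added for 30 min at room temperature; AlphaScreen streptavidin donor/nickel chelate acceptor beads (10 ug/mL final) read after 30 min dark incubation.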
The depositor's hits bear a star; i = inactive; ? = inconclusive; . = no result given; & = joins results of further samples; [ ] = dose if it differs, or a comment. Unless noted, the call rests on the fitted dose curve; in most records, active means well fitted curve in the direction sought with a large enough effect; inconclusive means small, poorly fitted or top-dose-only effect, or another doubt; inactive means no such curve, though single readings can be large; an effect the other way counts as inactive or inconclusive. Potency means the concentration at half of the fitted maximal effect. Some of the compounds tested. The share of hits here may be higher or lower than overall.

Fields: ALDH1A1 inh | RECQ1 helicase | KDM4E inh | KinaseGlo FLuc | SMN2 splice up | Lamin A splicing | Tau ThT inhib | L3MBTL1 inh
> O=C(CSc1nc2c([nH]c3ccccc32)c(=O)n1-c1ccccc1)N1CCOCC1
 : 2.5µM* | i | -15% | -3% | 17% | -2% | 8%&6% | 4%
> CCOCCCNCc1cc(Br)ccc1OCC
 : ? | 6% | -9% | -5% | -12% | 13%[46 µM] | -5% | 1%
> O=C(Nc1ccccc1)C1(c2ccccc2)CC1(Cl)Cl (stereo not given)
 : 4% | -17% | 5% | 0% | -2% | ? | 2% | 1%
> CC1=CC(C)(C)N(C(=O)C(C)N2C(=O)c3ccccc3C2=O)c2c(C)cc(C)cc21 (stereo not given)
 : 9% | -8% | -3% | -4% | -7% | -10% | ? | .
> CC1=CC(C)C(C(=O)O)C(C(=O)Nc2cccnc2)C1 (stereo not given)
 : ? | 13% | -4% | 4% | -10% | . | 13% | 0%
> CCOC(=O)c1ccccc1NC(=O)CN(c1ccccc1OC)S(C)(=O)=O
 : -2% | i | 3% | 10% | -9% | -4% | -10% | 2%
> CC1=C(C#N)C(NC(=O)c2ccco2)(C(F)(F)F)C(=O)N1 (stereo not given)
 : 12% | 0% | 1% | -8% | 4% | -3% | 1% | 3%
> O=C(CN1CCC2(CC1)OCCO2)c1c[nH]c2ccccc12
 : -9% | -5% | -12% | -8% | -1% | 8% | -4% | 5%
> CC1(C)Cc2ccccc2C(NN=C2CCCC2)=N1
 : 3% | i | -9% | 1% | -2% | ? | -6% | 0%
> O=C(Nc1sc2c(c1C(=O)NC1CC1)CCCCCC2)c1ccco1
 : ? | 0% | ? | -4% | -15% | 9% | ? | -13%[11.4 µM]
> NC(=NC(=O)c1ccccc1)C1=C(O)CCC1=O
 : 10% | -4% | 2% | -5% | -5% | 7% | 20% | 27%
> Cc1ccc([N+](=O)[O-])cc1N(CC(=O)NCC1CCCO1)S(C)(=O)=O (stereo not given)
 : 3% | 11% | 11% | -5% | . | . | 7% | 7%
> CCCCOC(=O)C1=C(N)N2C(=O)C(C)SC2=C(C(=O)OCC)C1c1ccc(O)c(OC)c1 (stereo not given)
 : . | -27% | -11% | . | . | . | -1% | -16%
> COC(=O)C1=C(C(=O)OC)[C@@H]2N(Cc3ccccc3)c3ccccc3[C@@]23C[C@@H](C(=O)OC)N(C(C)=O)C3=N1
 : 19%[13.5 µM] | -8%[11.5 µM] | 6%[11.4 µM] | -1%[7.66 µM] | 4%[9.22 µM] | -1%[9.22 µM] | 1%[11.5 µM] | .
> Cc1nc(NCc2ccccc2)c2nc(-c3ccccc3)n(CCCN3CCCCC3C)c2n1 (stereo not given)
 : ? | 4% | ? | -4% | -12% | . | 2% | .
> CC(O)CNc1nc2ccccc2n1-c1ncnc2sc3c(c12)CCC3 (stereo not given)
 : -1% | -7% | 3% | -5% | -14% | -12% | -15% | -10%
> CC(=O)Nc1ccc(C(=O)N/C(=C\c2ccccc2)C(=O)Nc2cccc(C(=O)O)c2)cc1
 : . | -9% | 3% | . | . | . | 2% | 8%
> CCOc1ccc(S(=O)(=O)N(CC(=O)Nc2cc(C)on2)Cc2ccccc2Cl)cc1
 : -8% | -15% | -7% | -3% | -6% | ? | -3% | 0%
> OCC1(CCc2ccccc2)CCN(Cc2c(F)ccc(F)c2F)CC1
 : -6% | -12% | 5% | 3% | -5% | 9%[46 µM] | 0% | 5%
> Cc1ccc(C(=O)Nc2cc(-c3ccn[nH]3)c(C)n(N)c2=O)cc1
 : 1% | i | 3% | -3% | -1% | ? | -5% | -2%
> O=C(Cc1csc(Nc2nc(=S)[nH]c3ccccc23)n1)N1CCN(c2cccc(C(F)(F)F)c2)CC1
 : ? | i | 17% | -2% | -14% | ? | -8% | -7%
> COc1ccccc1N1CCN(C(=O)c2ccc(N3CCCC3=O)cc2)CC1
 : -7% | 1% | ? | -3% | -17% | -5% | ? | -5%
> CSc1nc(N)cc(=O)[nH]1
 : . | -5% | -4% | . | . | . | -3% | 3%
> O=C(NCCc1c[nH]c2ccccc12)/C(=C\c1ccco1)NC(=O)c1ccco1
 : -6% | 0% | -14% | 3% | -7% | -13% | -5% | -7%
> N#Cc1c(N2CCCCC2)nc(N)c2c(N)nc3c(c12)CC(c1ccccc1)O3 (stereo not given)
 : ? | -17% | ? | -3% | 5% | 33% | ? | 8%
> COc1ccc(Cl)cc1NC(=O)COC(C)=O
 : 2% | i | 8% | -2% | 12% | . | -6% | .
> CCOC(=O)N1CCC(NS(=O)(=O)c2cc3c(cc2C)NC(=O)CO3)CC1
 : 3% | i | -2% | -2% | 2% | -9% | -6% | 2%
> CCn1c(-c2cccc(Br)c2)n[nH]c1=S
 : ? | 4% | -16% | 1% | -8% | 1% | -2% | -1%
> Cn1c(CO)cnc1SCc1ccc(Cl)cc1
 : 11% | i | 5% | -2% | 8% | 3% | 1% | 0%
> COc1ccc(NC(=O)CN(Cc2ccccc2)S(C)(=O)=O)cc1
 : 11% | -11% | 2% | -3% | -1% | 6% | -5% | .
> N#CC1=C(N)Oc2c(ccc3ccccc23)C1c1ccsc1 (stereo not given)
 : -10% | i | -5% | 2% | -29% | ? | ? | -3%
> CCOc1ccccc1NC(=O)c1ccc(OCC)c([N+](=O)[O-])c1
 : 3% | 0% | 0% | 0% | -8% | -4% | 0% | 11%
> COc1ccc(F)cc1S(=O)(=O)NC1CCCCCC1
 : -9% | -19% | -1% | 0% | 1% | 4% | 4% | 1%
> CCOC(=O)c1c(C)nc(C)c(C(=O)OCC)c1-c1cccnc1
 : 3% | -6% | -5% | . | . | . | -14% | -3%
> CCC(C)NC(=S)Nc1ccccc1OC (stereo not given)
 : -8% | -1% | 3% | -5% | -10% | -3% | 2% | 6%
> N#C/C(=C\c1ccc(C(=O)O)cc1)c1ccccn1
 : 3% | i | -5% | -13% | 6% | . | 7% | 21%
> Nc1nnnn1/N=C/c1cccs1
 : 6% | -8% | 1% | -6% | 7% | -1% | -7% | 2%
> COc1cc(CNCCc2ccc(S(N)(=O)=O)cc2)ccc1OCC(=O)N1CCCCC1
 : -3% | -9% | 4% | -3% | 19% | -6% | -2% | 10%
> COc1cccc(-c2cncnc2NCCc2cnc[nH]2)c1
 : 2% | -11% | -2% | -1% | -7% | ? | -2% | .
> Cc1ccccc1NCc1nnc2n1CCCCC2
 : 8% | -14% | 3% | 0% | 17% | ? | 0% | 11%
> O=C(CCCC(=O)OCC(F)(F)C(F)F)Nc1ccc(NC(=O)CCCC(=O)OCC(F)(F)C(F)F)cc1
 : 7% | i | 8% | -5% | 19% | 2% | 0% | .
> COc1ccc(C(=O)Cc2cc(OC)c(OC)cc2[N+](=O)[O-])c(OC)c1
 : 19% | -9% | 8% | 6% | 0% | 6% | -8% | 2%
> CN(Cc1ccccn1)Cc1nc(Cc2ccccc2Cl)no1
 : -1% | 5% | -2% | -5% | 0% | 9%[46 µM] | -4% | -12%
> CCOCc1c(C(=O)NC2CCCCCC2)oc2ccccc12
 : -14% | i | 7% | -1% | -10% | . | -5% | 16%
> CC1(C)C2CCC1(C)C(OCC[N+](C)(C)CC(=O)OC1CCCCC1)C2 (stereo not given)
 : 4% | -9% | 2% | 1% | -21% | ? | -7% | 22%
> C=CCOc1ccc2oc(=O)cc(C)c2c1
 : ? | i | 3% | 1% | 7% | -5% | 4% | 7%
> CN(C(=O)COC(=O)c1cc(Br)c(Br)s1)C1CCS(=O)(=O)C1 (stereo not given)
 : 7% | 0% | -8% | 0% | -8% | ? | 4% | 7%
> CC(=O)N1N=C(c2ccccc2)CC1c1cn(C)c2ccccc12 (stereo not given)
 : 1% | -2% | ? | 0% | 14% | ? | -5% | -3%
> O=C(COC(=O)CC(c1ccccc1)c1ccccc1)NCc1ccc(Cl)cc1
 : ? | i | 6% | 1% | -1% | ? | 12% | 24%
> C=CCN(Cc1cn(C)nc1-c1cccc(Cl)c1)C1CCS(=O)(=O)C1 (stereo not given)
 : 2% | -8% | 0% | 1% | . | ? | -15% | 4%
> C=CCSc1nnnn1-c1ccc(OC)cc1
 : 2% | i | 7% | -2% | -7% | -5% | -7% | .
> Cc1cc2c(NS(=O)(=O)c3ccc(F)cc3)cccc2nn1
 : . | 11% | -4% | . | . | . | -11% | -7%
> CC(C)(C)NC(=O)CN(C(=O)C(=O)Nc1ccc2c(c1)OCCO2)C(C)(C)C
 : 5% | i | -11% | 0% | -2% | -4%[46 µM] | 0% | 7%

Printed as active in ALDH1A1 inh (from the list above):
Compound	ALDH1A1 inh	RECQ1 helicase	KDM4E inh	Lamin A splicing	Tau ThT inhib	L3MBTL1 inh
O=C(CSc1nc2c([nH]c3ccccc32)c(=O)n1-c1ccccc1)N1CCOCC1	2.5µM*	i	-15%	-2%	8%&6%	4%

Quoted from the listing.
Value for CN(Cc1ccccn1)Cc1nc(Cc2ccccc2Cl)no1 under RECQ1 helicase: 5%
Value for CC(=O)N1N=C(c2ccccc2)CC1c1cn(C)c2ccccc12 (stereo not given) under ALDH1A1 inh: 1%

Ordered by value in RECQ1 helicase (largest number first): some entries from above.
compound | ALDH1A1 inh | RECQ1 helicase | KDM4E inh | Lamin A splicing | Tau ThT inhib | L3MBTL1 inh
CCC(C)NC(=S)Nc1ccccc1OC (stereo not given) | -8% | -1% | 3% | -3% | 2% | 6%
C=CCN(Cc1cn(C)nc1-c1cccc(Cl)c1)C1CCS(=O)(=O)C1 (stereo not given) | 2% | -8% | 0% | ? | -15% | 4%
COc1ccc(C(=O)Cc2cc(OC)c(OC)cc2[N+](=O)[O-])c(OC)c1 | 19% | -9% | 8% | 6% | -8% | 2%
